Compound activity: PubChem, Sanford-Burnham Center for Chemical Genomics
H9c2 TAG inh – inhibitors of triacylglycerol accumulation, primary screen, cell-based, uHTS, fluorescence, H9c2 | H9c2 cells, Nile Red lipid (TAG) fluorescence; cells loaded with 200 µM oleic acid | inhibition, % at 12.5 µM | 230,000 compounds, 0.66% hits | AID 651582, 2012;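 active = pattern-corrected inhibition of lipid staining of at least 50% with the nuclear-stain viability signal not falling by more than 50%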;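 note: 0% = DMSO wells and 100% = triacsin C control wells; some results filed as inactive read as strong as hits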
H9c2 TAG inh DAPI viability – also measured in H9c2 TAG inh; calls as there; DAPI nuclei signal change (viability), lower = more cytotoxic, %;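 whole-well DAPI fluorescence read on a plate reader as a viability signal; minus 50 percent equals half of cells still viable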
* hit, by the source's call; & = joins results of further samples.

SMILES	H9c2 TAG inh	H9c2 TAG inh DAPI viability
CN(C)CCCNC(=S)Nc1ccc(Br)cc1	16.9	-12.5
NNC(=O)CSc1ncc(-c2ccccc2)[nH]1	0.1	-1.0
O=C(Cn1cc(C(F)(F)F)ccc1=O)N/N=C/c1ccccc1	-4.0	0.2
Cc1ccc(S(=O)(=O)N(CC(=O)N/N=C/c2ccccc2C(=O)O)c2cc(Cl)cc(Cl)c2)cc1	4.5	19.4
Cc1cc(C)c2nc(N3CCC(C(=O)NCc4cccnc4)CC3)sc2c1	1.3	0.5
Cc1nonc1OCCNc1ccc([N+](=O)[O-])cc1[N+](=O)[O-]	0.7	5.3
COc1ccc(Cl)cc1NC(=O)CN(C)C(=O)c1cn(-c2ccccc2)nc1-c1cccs1	37.0	-10.2
CCCN1CC(O)=C(C#N)C1=O	2.9	-0.4
C=CC[C@@H](Cc1ccc(F)cc1)C(=O)OC[C@H]1CCCN1C(=O)[C@@H](CC=C)CC(=O)N(CCO)Cc1ccccc1	5.9	3.3
O=[N+]([O-])c1cc(C(F)(F)F)ccc1N1CCN(S(=O)(=O)c2ccc3ccccc3c2)CC1	8.5	-2.1
CCC(C)(C)NC(=O)CN(C(=O)CCC(=O)Nc1nccs1)c1cccc(C)c1C	4.7	-9.7
Cc1c(Cl)ccc2c(C(=O)O)cc(-c3ccccc3)nc12	1.8	-8.0
O=C1C(=O)N(CCN2CCOCC2)C(c2ccccn2)/C1=C(/O)c1ccc(Cl)cc1 (stereo not given)	1.9	-0.5
CCNS(=O)(=O)c1ccc(CCC(=O)Nc2ccc3c(c2)OCO3)cc1	3.2	-0.8
CCSc1nc(N2CCOCC2)c2c(c1C#N)CCCC2	-7.2	-3.8
COc1ccc(/C=C/C(=O)Nc2ccccc2)cc1OC	-1.4	0.8
O=C(Nc1ccc(Oc2ccccc2)cc1)c1ccc(Cn2c(=O)[nH]c3ccsc3c2=O)cc1	5.6	-0.7
Nc1ccc2c(c1)C(O)c1cccc(C(=O)O)c1-2 (stereo not given)	5.2	-3.8
Cc1ccc(C)c(NC(=O)C2CC3c4ccccc4C2c2ccccc23)c1 (stereo not given)	19.6	-15.2
COCCn1c(SCC(=O)Nc2ccc(F)cc2)nc2c([nH]c3ccccc32)c1=O	5.4	1.3
CC(=O)N/N=C(\C)CC(=O)Nc1cccc(C(F)(F)F)c1	3.3	-9.8
Cc1c(-c2cccc(Cl)c2)nc2ccccc2c1C(=O)NC1CC1	3.1	7.9
Cc1ccc(/C=C2\Sc3ccccc3C2=O)s1	-17.1	-5.0
CSc1cccc(CNC(=O)C2CCC(=O)N(CCc3ccccc3)C2)c1 (stereo not given)	19.4	-15.6
CCc1ccc(C(=O)NNc2ccc(F)cc2)cc1	-9.7	6.0
O=C(COC(=O)/C=C/c1ccccc1[N+](=O)[O-])NC1CC1	-1.0	7.7
O=C1CN(C(=O)COC(=O)c2cc(Cl)ccc2[N+](=O)[O-])c2ccccc2N1	3.5	-5.7
CCS(=O)(=O)c1ccc2c(c1)N(S(C)(=O)=O)CC(C(=O)NCCOC)O2 (stereo not given)	4.8	-5.9
O=C(NNC(=O)c1cc2cc3ccccc3nc2s1)c1cccc(Cl)c1	4.2	13.0
CC(=O)n1cc(C2CC(=O)OC3=C2CC(=O)C(C)(C)C3)c2ccccc21 (stereo not given)	6.2	-10.4
CC(C)(C)OC(=O)CNC(=O)c1[nH]cnc1C(=O)Nc1ccc(Cl)cc1	12.2	-9.8
COCc1nnc(NC(C)=O)s1	-10.6	5.6
C(=N\Nc1nc2ccccc2[nH]1)/c1ccc2c(c1)OCCO2	12.5	-7.5
O=C(Nc1ccccc1F)c1ccncc1	12.8	-12.9
C[C@H](NC(=O)c1nc[nH]c1C(=O)NC1CCNCC1)C(=O)OC(C)(C)C	13.0	-8.9
Cn1nnnc1SCC(=O)Nc1ccccc1Br	-3.0	2.7
C=CCn1c(SCC(=O)c2cc(C)n(C(C)COC)c2C)nc2sc(C)c(C)c2c1=O (stereo not given)	14.6	2.4
Cc1sc2nc(SCC(=O)NCCO)n(-c3ccccc3)c(=O)c2c1C	-4.8	1.6
O=C(NCC1CCCO1)c1ccc(Br)o1 (stereo not given)	8.0	0.9
O=C(c1ccco1)N1CCN(Cc2cc(=O)c(OCc3cccc(F)c3)co2)CC1	14.6	-2.1
Cc1ccc(C(=O)NCCC(=O)Nc2ccccc2C)cc1	3.2	-8.5
CCCCN1C(=O)C(CC(=O)NCCN2CCOCC2)CC(C(=O)N(C)C)=C1C (stereo not given)	-1.1	-5.3
COc1ccc2cc(CN(C(=O)Nc3ccccc3OC)C3CCCC3)c(=O)[nH]c2c1	0.7	6.5
CCCCn1nnc(NC(=O)Cc2ccc(Cl)cc2)n1	17.4	-12.4
Cc1ccccc1C(=O)Nc1ccc2c(c1)OCCO2	-4.9	-1.8
COc1ccccc1CC(=O)Nc1cccc(C)n1	-11.1	-0.9
CC(C)C(=O)Nc1ccc(NC(=O)CCc2ccccc2)cn1	-16.4	6.0
CCOC(=O)c1cc(-c2csc(COc3ccccc3Cl)n2)on1	-10.8	10.3
CCCCOc1ccc(S(N)(=O)=O)cc1	9.7	-7.2
CC1CN(c2ccccc2)CCN1Cc1nc(Cc2ccccc2)no1 (stereo not given)	-6.5	-7.9
CC(CN(C)Cc1nc(Cc2cccc(C(F)(F)F)c2)no1)CN1CCCC1 (stereo not given)	-4.2	7.2
O=C(O)CCN1C(=O)c2ccc(NC(=O)Cc3ccc(Cl)cc3)cc2C1=O	-6.9	6.0
CCN1CCc2c(sc(NC(=O)C3CCCCC3)c2C(=O)OC)C1	25.9	-0.3
COc1ccc(S(=O)(=O)NCCSCc2ccccc2C)cc1Br	2.8	4.2
Cc1ccc(C(=O)COC(=O)CNS(=O)(=O)c2ccccc2)cc1[N+](=O)[O-]	-6.3	2.8
Cc1cc(N)n2nc(-c3ccc(C(C)(C)C)cc3)cc2n1	7.4	3.8
CC(=O)c1c(C)c2c(n1CCN(C)C)CCCC2	3.1	-3.1
CSCC[C@H](NC(=O)c1cccc(S(=O)(=O)N2CCCCCC2)c1)c1nc2ccccc2[nH]1	-1.2	-3.8
Cc1ccc(CN2CCN(Cc3ccccc3)C(CCO)C2)s1 (stereo not given)	-17.0	5.5
CN(CC(=O)Nc1ccccc1Cl)C(=O)COC(=O)/C=C/c1cccc(C(F)(F)F)c1	8.8	-0.7

The results go on.
SMILES	H9c2 TAG inh	H9c2 TAG inh DAPI viability
COc1ccccc1NC(=O)Oc1ccc(C(C)=O)cc1	39.7	-19.8
Cn1ncc2c(NNC(=O)C3CCCCC3)ncnc21	-1.7	11.4
O=C(O)CC(C(=O)Nc1ccc(Cl)cc1Cl)C1CCCO1 (stereo not given)	7.9	0.3
CCOC(=O)C1CCCN(c2c(Nc3cccc(C)c3)c(=O)c2=O)C1 (stereo not given)	-3.7	-9.2
CC1=C(C(=O)OCC(C)C)C(c2cccc(F)c2)N2C(=O)C(C)SC2=N1 (stereo not given)	-1.9	-4.8
COc1cc(C)c(CN2CCN(S(=O)(=O)c3ccc(Cl)s3)CC2)cc1OC	-27.4	-3.0
CCCc1nnc(SCC(=O)N2CCCCC2C)n1CCCOC (stereo not given)	24.9	-3.5
C=C(C)COc1ccc(-c2nc(N)ncc2-c2ccccc2OC)c(O)c1	4.0	-6.3
C/C(=N\OCC(=O)N/N=C/c1ccccc1O)c1cccs1	1.5	-4.4
Cc1cc(C)c2c(CC(=O)N3CCCC3)coc2c1	-1.3	-1.2
CCNC(=O)NC(=O)C(C)Sc1nc2ccccc2n1CC(C)C (stereo not given)	-8.0	-2.8
COc1cc(/C=C/C(=O)OCC(=O)NCc2ccco2)cc(OC)c1OC	-14.9	19.5
CC(=O)N1CCN(C(=O)CC2OC(=O)c3ccccc32)CC1 (stereo not given)	-11.5	3.4
O=C(Nc1nc2ccc(S(=O)(=O)N3CCCCC3)cc2s1)C1CCCO1 (stereo not given)	5.6	-13.4
COc1cccc2sc(NNC(=O)C3COc4ccccc4O3)nc12 (stereo not given)	6.5	-8.8

14 of the compounds above, with values under each structure.
Value order – H9c2 TAG inh, H9c2 TAG inh DAPI viability
- CCOC(=O)c1cc(-c2csc(COc3ccccc3Cl)n2)on1
→ -10.8, 10.3
- CCCCOc1ccc(S(N)(=O)=O)cc1
→ 9.7, -7.2
- CC1CN(c2ccccc2)CCN1Cc1nc(Cc2ccccc2)no1 (stereo not given)
→ -6.5, -7.9
- CC(CN(C)Cc1nc(Cc2cccc(C(F)(F)F)c2)no1)CN1CCCC1 (stereo not given)
→ -4.2, 7.2
- O=C(O)CCN1C(=O)c2ccc(NC(=O)Cc3ccc(Cl)cc3)cc2C1=O
→ -6.9, 6.0
- CCN1CCc2c(sc(NC(=O)C3CCCCC3)c2C(=O)OC)C1
→ 25.9, -0.3
- COc1ccc(S(=O)(=O)NCCSCc2ccccc2C)cc1Br
→ 2.8, 4.2
- Cc1ccc(C(=O)COC(=O)CNS(=O)(=O)c2ccccc2)cc1[N+](=O)[O-]
→ -6.3, 2.8
- Cc1cc(N)n2nc(-c3ccc(C(C)(C)C)cc3)cc2n1
→ 7.4, 3.8
- CC(=O)c1c(C)c2c(n1CCN(C)C)CCCC2
→ 3.1, -3.1
- CSCC[C@H](NC(=O)c1cccc(S(=O)(=O)N2CCCCCC2)c1)c1nc2ccccc2[nH]1
→ -1.2, -3.8
- Cc1ccc(CN2CCN(Cc3ccccc3)C(CCO)C2)s1 (stereo not given)
→ -17.0, 5.5
- CN(CC(=O)Nc1ccccc1Cl)C(=O)COC(=O)/C=C/c1cccc(C(F)(F)F)c1
→ 8.8, -0.7
- COc1ccccc1NC(=O)Oc1ccc(C(C)=O)cc1
→ 39.7, -19.8

The listing continues:
SMILES	H9c2 TAG inh	H9c2 TAG inh DAPI viability
O=C1[C@H]2[C@@H](/C=C/c3ccccc3)N3C(=O)CN(CCO)C(=O)[C@@]3(Cc3ccccc3)[C@H]2C(=O)N1c1ccccc1	16.1	-9.6
Cc1c(Br)c([N+](=O)[O-])nn1CC(=O)N1CCc2ccccc21	7.7	-6.9
O=C(c1ccc(F)cc1)C1CCN(C(=O)Nc2ccccc2Cl)CC1	-6.9	4.5
Cc1nc2ccc(CCO)cc2s1	13.0	-12.4
Cc1cc(NC(=O)CSCC(=O)N(C)Cc2ccc(F)cc2)no1	8.6	1.0
O=C(NCCN1CCOCC1)[C@H](Cc1ccccc1)N1C(=O)c2ccccc2C1=O	8.4	-2.7
COc1cc(C(=O)Nc2nnc(C)s2)c([N+](=O)[O-])cc1OC	-7.6	2.7
COc1cccc(OC)c1C(=O)Nc1cccc2c1CCCC2	-13.9	-2.8
NC(COCc1ccccc1)c1csc(Nc2ccc(C(F)(F)F)cn2)n1 (stereo not given)	2.1	2.9
O=C(CCn1cccn1)N1CCCC(N2CCN(c3cccc(Cl)c3)CC2)C1 (stereo not given)	1.4	9.9
NC(COCc1ccccc1)c1csc(Nc2ccc(S(N)(=O)=O)cc2)n1 (stereo not given)	-7.7	0.2
CCOC(=O)c1nn(-c2ccc(C)cc2)c(=O)cc1OCC(=O)Nc1cc(C)ccc1OC	15.2	4.0
CCOc1ccc(S(=O)(=O)N2CCCCC2)cc1NC(=O)Cc1cccs1	1.4	-17.3
O=C1CC(c2ccccc2)CC(O)=C1C=NCc1ccncc1 (stereo not given)	-4.3	8.4
Nc1ccc(C(=O)O)cc1	-0.2&1.1	-2.5&-3.2
COC(=O)C1(C)NC(c2ccco2)C2C(=O)N(c3ccc(F)cc3)C(=O)C21 (stereo not given)	-17.1	-7.1
Cc1ccc(S(=O)(=O)N2C[C@H]3C(=O)C[C@@H](c4cccc(Cl)c4)N(S(=O)(=O)c4ccc(C)cc4)[C@H]3C[C@H]2c2cccc(Cl)c2)cc1	18.5	-9.8
O=C(c1ccc(F)cc1)c1ccc(N2CCCC2)cc1	10.1	-1.6
CCN(CC)/C(Sc1ccccc1)=C(\C(Cl)=C(Cl)Cl)[N+](=O)[O-]	-1.1	6.8
COC(=O)N/N=C/c1ccc(OS(=O)(=O)c2ccc(C)cc2)c(OC)c1	3.3	-5.0
COc1ccc(CC(=O)N/N=C(/C)c2ccco2)cc1	-19.0	2.9
Cc1ccc(S(=O)(=O)/N=C2\C=C(Nc3ccc(O)cc3)C(=O)c3ccccc32)cc1	115.8	-59.7
C#Cc1ccc(NC(=O)C2(C)CCN2C(=O)Cc2ccc(C(C)(C)C)cc2)cc1 (stereo not given)	-37.9	3.9
Cc1ccc(S(=O)(=O)NCCC(=O)Nc2ccncc2)cc1C	14.0	5.3
CC(=O)Nc1ccc(NC(=O)C(C)OC(=O)CCCN=C2NS(=O)(=O)c3ccccc32)cc1 (stereo not given)	-6.3	2.2
O=C(Cn1ncc2c3ccccc3n(Cc3ccccc3)c2c1=O)NCc1ccco1	10.8	2.6
CN(C)CCCN1C(=O)c2oc3ccc(F)cc3c(=O)c2C1c1cccnc1 (stereo not given)	16.8	3.4
CC1=CC(C)(C)Nc2ccccc21	8.8	5.8
CC(C)(C)C(=O)Nc1c(Cl)cccc1OC(F)(F)F	17.3	-13.6
COc1cccc(Cn2cccc(NC(=O)Nc3ccc(C#N)cc3)c2=O)c1	5.7	-2.5
Cc1ccc(C(=O)O/N=C(/c2nonc2N)N(C)C)cc1	-0.4	0.4
O=S(=O)(NCCSc1nnc(-c2ccco2)n1-c1ccccc1)c1ccccc1	5.2	-8.1
COc1cccc(-c2ccc(NC(=O)C3CCCN(Cc4cccc(C)n4)C3)cc2)c1 (stereo not given)	12.7	15.2
Cc1cc2c(cc1C)C(=O)CCC2	8.8	-1.2
CCN1CCCC1CNC(=O)C1c2cc(OC)c(OC)cc2C(=O)N(C)C1c1cccnc1 (stereo not given)	-8.3	18.7
CC(C)NC(=O)c1cc(C2CCCCN2S(=O)(=O)c2ccc(C#N)cc2)on1 (stereo not given)	-11.1	4.0
CCOc1ccccc1NC(=O)COc1coc(CN2CCc3ccccc3C2)cc1=O	1.7	-5.3
c1ccc2[nH]c(C3CC3)nc2c1	-3.7	1.6
Cc1[nH]nc(C(=O)NN=Cc2ccccc2Cl)c1N=NN(C)C	24.5	-7.7

Not all compounds are listed (hit frequency here may not be typical).
